FEN1 inhibitor = qHTS Assay for the Inhibitors of Human Flap endonuclease 1 (FEN1); P39748; Potency, µM (highest dose often 114 µM), for the others: top-dose activity change, negative = inhibition, hits mostly inhibitors; 0.35% of 390,000 active; Recombinant FEN1 flap cleavage, fluorescence, 15 min; also: nearly all actives have a fitted effect of over 65% in size
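Steps: FEN1 (10 nM) dispensed; compound added by pin tool; 15 min at room temperature; substrate added to 50 nM final; reads at 0 min and 15 min; data normalized and fitted (four-parameter Hill).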
N370S GC mod = qHTS Assay for Inhibitors and Activators of N370S glucocerebrosidase as a Potential Chaperone Treatment of Gaucher Disease; N370S GC spleen homogenate, 4MU-glucoside fluorescence; Potency, µM (highest dose often 59.4 µM), for inactives: top-dose activity change, negative = inhibition, usual class: inhibitors; 0.092% of 330,000 active; AID 2101, 2009;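 also: 0% = full enzyme activity and -100% = no enzyme basal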
GCN5L2 inh = qHTS Assay for Inhibitors of GCN5L2. Potency, µM (doses to about 58.9 µM), for inactives: at the highest dose activity change, negative = inhibition, hits mostly inhibitors. AID 504327, 2011. Histone acetyltransferase KAT2A (Homo sapiens), Q92830. 0.21% of 390,000 active. GCN5L2 HAT assay, ThioGlo1 CoA-SH fluorescence
Target sequence (Q92830 whole entry, looked up): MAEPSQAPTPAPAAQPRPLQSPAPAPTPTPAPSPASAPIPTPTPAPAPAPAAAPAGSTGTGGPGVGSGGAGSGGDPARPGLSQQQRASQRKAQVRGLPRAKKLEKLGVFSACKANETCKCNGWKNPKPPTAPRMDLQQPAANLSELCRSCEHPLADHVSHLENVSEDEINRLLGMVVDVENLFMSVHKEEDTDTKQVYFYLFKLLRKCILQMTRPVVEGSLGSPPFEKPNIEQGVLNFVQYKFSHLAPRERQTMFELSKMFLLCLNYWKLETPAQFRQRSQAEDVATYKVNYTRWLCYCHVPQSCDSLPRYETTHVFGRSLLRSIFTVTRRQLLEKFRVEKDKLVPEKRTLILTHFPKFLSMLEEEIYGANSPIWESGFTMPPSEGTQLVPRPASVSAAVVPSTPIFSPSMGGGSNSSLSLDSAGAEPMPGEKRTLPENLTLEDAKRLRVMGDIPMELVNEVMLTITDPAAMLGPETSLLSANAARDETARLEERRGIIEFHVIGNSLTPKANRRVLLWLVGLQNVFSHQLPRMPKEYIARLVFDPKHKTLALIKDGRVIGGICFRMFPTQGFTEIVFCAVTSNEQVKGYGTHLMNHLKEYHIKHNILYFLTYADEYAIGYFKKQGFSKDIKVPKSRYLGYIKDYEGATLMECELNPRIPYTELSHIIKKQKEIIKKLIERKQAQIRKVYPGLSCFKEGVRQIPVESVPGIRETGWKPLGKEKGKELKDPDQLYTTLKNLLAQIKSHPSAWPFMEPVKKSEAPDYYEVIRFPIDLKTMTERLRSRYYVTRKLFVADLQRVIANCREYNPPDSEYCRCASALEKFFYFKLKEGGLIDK
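Fluorescence readout, Ex340nm/Em540nm: ThioGlo1 (50uM final) reacts with free CoA thiol released as 20nM GCN5L2 acetylates H3(1-25) peptide (75uM) using acetyl-CoA (70uM). Compound and enzyme sat 15 min beforehand; 20 min room-temperature reaction.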
The depositor's hits bear a star; u = inconclusive; x = not tested or not shown; & = joins results of further samples; [ ] = remark or other dose. Calls follow the shape of the dose curve; as a rule, active = well fitted curve in the direction sought with a large enough effect; inconclusive = small, poorly fitted or top-dose-only effect, or another doubt; inactive = no such curve, though single readings can be large; an effect the other way counts as inactive or inconclusive. Unless noted, % is scaled to controls: 0 for no effect and ±100 for the full control effect; potency is read from the fitted curve at half-maximal effect.

SMILES | FEN1 inhibitor | N370S GC mod | GCN5L2 inh
Cc1ccc(C)c(N2CC(C(=O)Nc3cc(C)on3)CC2=O)c1 (stereo not given) | 1% | 5% | -3%
FC(F)(F)c1cc(-c2cccs2)nc2ncnn12 | -3% | u | -8%
O=C(CNC(=O)C1CCCCC1)Nc1ccc(F)c(Cl)c1 | 8% | 7% | -15%
O=C(NCCS(=O)(=O)N1CCN(Cc2ccccc2)CC1)c1ccccc1 | 3% | -16% | 0%
Cc1ccnc(NC(=O)C2CCN(S(=O)(=O)c3c(C)c(C)cc(C)c3C)CC2)c1 | -15% | 2% | -22%
O=C(NCCSCc1ccco1)Nc1cccc(Cl)c1 | 2% | 4% | -18%
Cc1[nH]c2ccccc2c1C(=O)C(=O)NC1CC1 | -15% | 2% | 2%
CCOC(=O)N1CCC(c2nc3ccccc3[nH]2)CC1 | 1% | 2% | 0%
CCC[C@H]1COCCS(=O)(=O)N1Cc1ccc(Br)cc1 | -22% | 1% | 1%
Cc1ccccc1-n1c(=O)c(C#N)cc2c(=O)n3ccccc3nc21 | -5% | u | -25%
COc1cccc(/C(O)=C2/C(=O)C(=O)N(c3cc(C)on3)C2c2cccs2)c1 (stereo not given) | 9% | -7% | u
COC(=O)N/N=C/c1cccc([N+](=O)[O-])c1 | 3% | 1% | 0%
CC(=O)c1cccc(NC(=O)COC(=O)c2cccs2)c1 | 1% | 5% | -5%
C=C(C)COc1ccc(-c2[nH]ncc2-c2ccc(OC)c(OC)c2)c(O)c1 | -7% | -6% | -12%
COC(=O)[C@H](C)NC(=O)Nc1ccccc1C(F)(F)F | 4% | -1% | 2%
Cc1noc(NS(=O)(=O)c2ccc(N/C=C\C(=O)c3cccc4ccccc34)cc2)c1C | -17% | -8% | u
Cc1cccc(C)c1NC(=O)Nc1ccc2c(c1)OCO2 | 2% | -15% | -8%
Cc1cccc(-n2cnc3sc(C)c(C)c3c2=O)c1 | 4% | 6% | u
O=C(Nc1nccs1)c1cc(-c2ccncc2)nc2ccccc12 | -7% | -11% | -1%
Cc1cc2nc(-c3cc(NC(=O)c4cc5ccccc5o4)ccc3Cl)oc2cc1C | 8% | x | -17%
CCCC(C)NC(=O)/C=C/c1cccc([N+](=O)[O-])c1 (stereo not given) | -2% | 7% | 4%
CCC(Sc1nc2cc(OC)c(OC)cc2c(=O)n1CCc1ccc(S(N)(=O)=O)cc1)C(=O)NCCOC (stereo not given) | -14% | 9% | -5%
COc1ccc(N2CCN(c3cc(C)nc4nc(-c5ccc(C)cc5)nn34)CC2)cc1 | -8% | x | -12%
Cc1ccc(NC(=O)c2ccc(CN3C(=O)CCn4nc(C)cc43)cc2)c(Cl)c1 | 14% | x | -4%
O=C(CN1CCOCC1)Nc1ccccc1NC(=O)C1CCN(c2ncccn2)CC1 | -15% | 2% | -3%
COc1ccc2c(c1)c1c(c(=O)n(-c3cccc(Cl)c3)c(=O)n1CC(=O)N1CCCC1)n2C | 1% | x | 3%
O=C(CCn1c2c(c3ccccc31)CCCC2)NNC(=O)c1ccccc1Cl | -6% | -1% | -8%
CC1=NN(C(=O)Cc2ccccc2)C(O)(c2ccccc2)C1 (stereo not given) | 13% | -14% | -8%
COc1ccc(N(CC(=O)Nc2ccc(F)c(Cl)c2)S(=O)(=O)c2c(C)noc2C)cc1 | -20% | 4% | -19%
CN(C)CCCNC(=O)C(=O)NCC(c1cccs1)S(=O)(=O)c1ccc(F)cc1 (stereo not given) | -1% | -10% | -1%

(list continues)
SMILES | FEN1 inhibitor | N370S GC mod | GCN5L2 inh
O=C(CCl)c1cc2c3c(c1)CC(=O)N3CCC2 | -3% | -8% | 1%
CC(C)CNC(=O)N1[C@H](c2cccs2)[C@@H](C)C(=O)[C@@H](C)[C@@H]1c1cccs1 | -5% | x | -1%
Cc1noc(C)c1S(=O)(=O)N(CC(=O)NCc1ccc2c(c1)OCO2)c1ccc(C(C)C)cc1 | -4% | 6% | -14%
COc1ccccc1NC(=O)N1CCCC1C(=O)Nc1ccc(NC(C)=O)cc1 (stereo not given) | -9% | 0% | -2%
C=CCC[C@H](Cc1ccc(F)cc1)C(=O)OC[C@@H](Cc1c[nH]c2ccccc12)NC(=O)[C@H](CC=C)CC(=O)N[C@H](CO)Cc1ccccc1 | 11% | x | -6%
CCOC(=O)c1c(C)c(C(=O)NCCCOC)c(C)n1C | -4% | 0% | -1%
O=C(NNc1ccccc1Cl)C(O)(c1cccc(C(F)(F)F)c1)c1cccc(C(F)(F)F)c1 | u | 3% | -18%
CCN=C(NCC)SC1CC(=O)N(c2cccc(OCC)c2)C1=O (stereo not given) | 9% | -1%[2.35 µM] | 0%
COc1ccc(NC(=O)C2CC(=O)N(Cc3ccc(C)cc3)C2)cc1S(=O)(=O)N1CCCCC1 (stereo not given) | 6% | 5% | 0%
O=C(NCc1ccccc1Cl)C1CCC(=O)N(CCCN2CCCC2=O)C1 (stereo not given) | 0% | -1% | u
CCCCSc1n[nH]c(N)n1 | 0% | 2% | -12%
CC1(NC(=O)c2cc(-c3cccs3)nn2-c2ccccc2)CCS(=O)(=O)C1 (stereo not given) | -9% | 2% | -7%
CCOC(=O)C1=C(CN2CCN(c3ccccc3F)CC2)NC(=O)NC1c1ccc(OC)cc1 (stereo not given) | -18% | x | -6%
CC(C)(C)C(=O)Nc1ccc(NC(=O)c2ccco2)nc1 | 0% | -4% | -18%
Cc1ccc(S(=O)(=O)N2CCN(C(=O)COC(=O)c3ccc([N+](=O)[O-])o3)CC2)c(C)c1 | u | x | -2%
CCOC(=O)C1CCN(c2nc3ccccc3nc2Cl)CC1 | 15% | x | -5%
CC(C)NS(=O)(=O)c1ccc(OCC(=O)Nc2ccccc2F)cc1 | -6% | -5% | 1%
O=C(Nc1ccccc1N1CCOCC1)c1ccc(F)c(S(=O)(=O)N2CCOCC2)c1 | -18% | x | -2%
Cc1ccc(NC(=O)CSc2nnc(-c3ccncc3)n2C)cc1S(=O)(=O)N1CCOCC1 | 14% | 1% | -7%
CCOC(=O)CNC(=O)CNC(=O)c1ccc(OC(C)C)cc1 | 0% | 8% | 1%
Cn1ccs/c1=N\S(=O)(=O)c1ccc(Br)cc1 | -1% | 5% | u
CCc1nn(CC(=O)NCCN(CC)CC)c(=O)c2cc3occc3n12 | -24% | x | -1%
Cc1cc(C)c(N(CC(=O)NC(C)(C)C)C(=O)CNC(=O)c2cccs2)c(C)c1 | 13% | 0% | -3%
CCOC(=O)Cn1c(=S)[nH]c2c(oc3ccc(Cl)cc32)c1=O | -10% | 9% | -6%
C=CCNC(=S)NNC(=O)C(CCC(C)C)CC(C)O (stereo not given) | -1% | 2% | 4%
CCCCCCN1C=CC(=C/C=C(\C#N)C(=O)OCC)C=C1 | 1% | -22% | u
NC(=O)Cn1c2[n+](c3ccccc31)CC(O)CS2 (stereo not given) | -9% | -7% | -5%
CC(C)(C)n1ncc2c(=O)n(Cc3c(Cl)cccc3Br)cnc21 | -20% | x | -25%
CC(=O)c1ccc(OCCOc2ccc([N+](=O)[O-])cc2)cc1 | 6% | 3% | -3%
COc1cc2ncc3c(-c4ccccc4)nn(CC(=O)NC4CCCCC4)c3c2cc1OC | -12% | x | -8%

Further compounds:
SMILES | FEN1 inhibitor | N370S GC mod | GCN5L2 inh
Cc1ccc(N2CC(C(=O)OCC(=O)C(C)(C)C)CC2=O)cc1C (stereo not given) | -1% | 5% | -4%
COc1ccc(-c2cn3nc(N4CCCC(C(=O)Nc5ccccc5F)C4)sc3n2)cc1 (stereo not given) | 10% | x | -6%
Cc1ccccc1C(=O)NCCNC(=O)c1ccco1 | 2% | -6% | -1%
O=C(NNC(=O)c1ccccc1F)c1ccc(-c2ccc(Cl)cc2)o1 | -17% | -22% | -3%
CCOc1ccccc1NC(=O)C(NCC1(N2CCCCC2)CCCCC1)c1ccccc1 (stereo not given) | -1% | -12% | -6%
c1ccc(-c2ccccc2OCCN2CCCC2)cc1 | 0% | 2% | -20%
Cc1cccc(NC(=S)N(Cc2ccc(Cl)cc2)Cc2ccc(C(=O)O)cc2)c1 | -1% | -9% | -4%
COC(=O)c1c(OC)cc2c(c1C)Oc1c(Cl)c(OC(C)=O)c(Cl)c(C)c1C(=O)O2 | x | 8% | u
Cc1ccccc1Nc1nc(N)nc(COC(=O)c2ccc(O)cc2)n1 | -13% | -5% | 1%
Cc1cc(C(=O)NNC(=O)c2ccc(F)cc2)c(C)s1 | 3% | x | -11%
CSc1nc(N2CCOCC2)c2c(c1C#N)CC(C(C)C)OC2 (stereo not given) | -26% | -10% | -2%
COc1ccc2nc(NC(=O)c3ccc(-c4cccc([N+](=O)[O-])c4)o3)sc2c1 | x | 3% | 41%[activator]
CC(C)c1ccc(NC(=O)CCN2C(=O)c3ccc([N+](=O)[O-])cc3C2=O)cc1 | 1% | 3% | -7%
O=C(O)CSc1ccc(NC(=O)Nc2ccccc2F)cc1 | 16% | 4% | -4%
COCc1nnc(NC(=O)C2CC(=O)N(C3CCCC3)C2)s1 (stereo not given) | -2% | 2% | 1%
Cc1nc2ccccc2c(=O)n1NS(C)(=O)=O | -1% | 11% | 0%
O=C(NOCc1ccccc1)c1coc(-c2ccccc2)n1 | 11% | x | -2%
O=C(COc1ccc(Cl)cc1)Nc1ncccn1 | 4% | -16% | 0%
COc1ccc(-c2nn(Cc3ccccc3)cc2C(=O)N2CCN(c3ccccn3)CC2)cc1OC | -2% | x | 2%
CCCOc1ccc(NC(=O)CCC(=O)NC(C)c2ccccc2)cc1 (stereo not given) | -8% | 0% | 2%
CCc1sc(Nc2ccc(Cl)cc2)nc1-c1cc2cccc(OC)c2oc1=O | 4% | x | -10%
CC(=O)C1=C(O)CC(C)(C)CC1=NCCc1nc2ccccc2[nH]1 | 0% | -2% | 7%
c1nc(COc2nsnc2N2CCOCC2)cs1 | 7% | 10% | 8%
COC(=O)c1ccc([C@H]2Nc3ccc(S(=O)(=O)Nc4ccc(C)cc4)cc3[C@H]3C=CC[C@H]32)cc1 | -9% | x | -9%
O=C(C[n+]1cccc(NC(=O)c2ccccc2)c1)c1cccc([N+](=O)[O-])c1 | -17% | 4% | -10%
Cc1cc(C(F)(F)F)nn1CCCNC(=O)c1cnccn1 | 7% | -3% | 1%
CCOC(=O)Cc1c(C)nc(-c2ccccc2)[nH]c1=O | -1% | 5% | -5%
C#Cc1ccc([C@@H]2C=C(C(=O)O)O[C@H](OCc3ccc(CO)cc3)C2)cc1 | 12% | 12% | 0%
CCCCc1c(C(=O)O)cc(OC)cc1C(=O)O | -2% | -3% | -1%
COc1ccnc2c1c(=O)n(Cc1ccccc1Cl)c(=O)n2C | -1% | 1% | 2%

Whole records, quoted from the list.
COCc1nnc(NC(=O)C2CC(=O)N(C3CCCC3)C2)s1 (stereo not given) as listed: FEN1 inhibitor: -2%; N370S GC mod: 2%; GCN5L2 inh: 1%
O=C(O)CSc1ccc(NC(=O)Nc2ccccc2F)cc1 as listed: FEN1 inhibitor: 16%; N370S GC mod: 4%; GCN5L2 inh: -4%

Exported with two lines to a compound: entries from further up.
Second line of a record: FEN1 inhibitor, N370S GC mod, GCN5L2 inh
> O=C(C[n+]1cccc(NC(=O)c2ccccc2)c1)c1cccc([N+](=O)[O-])c1
  -17%, 4%, -10%
> CCCOc1ccc(NC(=O)CCC(=O)NC(C)c2ccccc2)cc1 (stereo not given)
  -8%, 0%, 2%

(list continues)
SMILES | FEN1 inhibitor | N370S GC mod | GCN5L2 inh
Cc1ccc(S(=O)(=O)N(Cc2ccc([N+](=O)[O-])cc2)C(=O)N2CCN(C)CC2)cc1 | 0% | 3% | 2%
O=C(CN1C(=O)NC2(CCCCC2)C1=O)NCCC1=CCCCC1 | 0% | 4% | -5%
N#C/C(C(=O)N1CCOCC1)=c1/s/c(=C\c2ccccn2)c(=O)n1-c1ccccc1 | 2% | 1% | -6%
CC(C)(C)c1ccc(N2C(=O)CC(c3ccccc3)C2=O)cc1 (stereo not given) | -15% | -24% | -26%
O=C(NC1CC2CCCC(C1)N2Cc1cccs1)N1CCOCC1 (stereo not given) | 3% | 1% | -4%
O=C(CCc1nnc2ccc(NCc3ccco3)nn12)Nc1ccc(F)cc1F | 0% | 2% | 0%
CC(=O)c1cccc(NC(=O)c2ccc3c(c2)CCN3S(=O)(=O)c2ccccc2)c1 | 0%&-14% | -10% | -10%&-11%
CC(C)c1ccc(Nc2sc(C(=O)c3ccccc3)c(N)c2S(=O)(=O)c2ccccc2)cc1 | -3% | x | -8%

These rows are one share of the data, so the mix of outcomes need not match the whole.
